Pf apPOL inh = Pf-apPOL DNA polymerase inhibition | Recombinant Pf-apPOL, molecular beacon fluorescence, 1.5 h | inhibition, % at 10 µM | AID 1794808 | 210,000 tested, 0.25% active
mHTT-CaM PPI inh = inhibitors of human mutant huntingtin-calmodulin interaction | inhibition, % at 15 µM | P42858 | 190,000 tested, 3.6% active | AlphaScreen His-mHTT/GST-CaM binding, luminescence;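 note: 0% = both proteins with DMSO and 100% = one protein alone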
Target sequence (P42858 whole entry, looked up, stated change not applied): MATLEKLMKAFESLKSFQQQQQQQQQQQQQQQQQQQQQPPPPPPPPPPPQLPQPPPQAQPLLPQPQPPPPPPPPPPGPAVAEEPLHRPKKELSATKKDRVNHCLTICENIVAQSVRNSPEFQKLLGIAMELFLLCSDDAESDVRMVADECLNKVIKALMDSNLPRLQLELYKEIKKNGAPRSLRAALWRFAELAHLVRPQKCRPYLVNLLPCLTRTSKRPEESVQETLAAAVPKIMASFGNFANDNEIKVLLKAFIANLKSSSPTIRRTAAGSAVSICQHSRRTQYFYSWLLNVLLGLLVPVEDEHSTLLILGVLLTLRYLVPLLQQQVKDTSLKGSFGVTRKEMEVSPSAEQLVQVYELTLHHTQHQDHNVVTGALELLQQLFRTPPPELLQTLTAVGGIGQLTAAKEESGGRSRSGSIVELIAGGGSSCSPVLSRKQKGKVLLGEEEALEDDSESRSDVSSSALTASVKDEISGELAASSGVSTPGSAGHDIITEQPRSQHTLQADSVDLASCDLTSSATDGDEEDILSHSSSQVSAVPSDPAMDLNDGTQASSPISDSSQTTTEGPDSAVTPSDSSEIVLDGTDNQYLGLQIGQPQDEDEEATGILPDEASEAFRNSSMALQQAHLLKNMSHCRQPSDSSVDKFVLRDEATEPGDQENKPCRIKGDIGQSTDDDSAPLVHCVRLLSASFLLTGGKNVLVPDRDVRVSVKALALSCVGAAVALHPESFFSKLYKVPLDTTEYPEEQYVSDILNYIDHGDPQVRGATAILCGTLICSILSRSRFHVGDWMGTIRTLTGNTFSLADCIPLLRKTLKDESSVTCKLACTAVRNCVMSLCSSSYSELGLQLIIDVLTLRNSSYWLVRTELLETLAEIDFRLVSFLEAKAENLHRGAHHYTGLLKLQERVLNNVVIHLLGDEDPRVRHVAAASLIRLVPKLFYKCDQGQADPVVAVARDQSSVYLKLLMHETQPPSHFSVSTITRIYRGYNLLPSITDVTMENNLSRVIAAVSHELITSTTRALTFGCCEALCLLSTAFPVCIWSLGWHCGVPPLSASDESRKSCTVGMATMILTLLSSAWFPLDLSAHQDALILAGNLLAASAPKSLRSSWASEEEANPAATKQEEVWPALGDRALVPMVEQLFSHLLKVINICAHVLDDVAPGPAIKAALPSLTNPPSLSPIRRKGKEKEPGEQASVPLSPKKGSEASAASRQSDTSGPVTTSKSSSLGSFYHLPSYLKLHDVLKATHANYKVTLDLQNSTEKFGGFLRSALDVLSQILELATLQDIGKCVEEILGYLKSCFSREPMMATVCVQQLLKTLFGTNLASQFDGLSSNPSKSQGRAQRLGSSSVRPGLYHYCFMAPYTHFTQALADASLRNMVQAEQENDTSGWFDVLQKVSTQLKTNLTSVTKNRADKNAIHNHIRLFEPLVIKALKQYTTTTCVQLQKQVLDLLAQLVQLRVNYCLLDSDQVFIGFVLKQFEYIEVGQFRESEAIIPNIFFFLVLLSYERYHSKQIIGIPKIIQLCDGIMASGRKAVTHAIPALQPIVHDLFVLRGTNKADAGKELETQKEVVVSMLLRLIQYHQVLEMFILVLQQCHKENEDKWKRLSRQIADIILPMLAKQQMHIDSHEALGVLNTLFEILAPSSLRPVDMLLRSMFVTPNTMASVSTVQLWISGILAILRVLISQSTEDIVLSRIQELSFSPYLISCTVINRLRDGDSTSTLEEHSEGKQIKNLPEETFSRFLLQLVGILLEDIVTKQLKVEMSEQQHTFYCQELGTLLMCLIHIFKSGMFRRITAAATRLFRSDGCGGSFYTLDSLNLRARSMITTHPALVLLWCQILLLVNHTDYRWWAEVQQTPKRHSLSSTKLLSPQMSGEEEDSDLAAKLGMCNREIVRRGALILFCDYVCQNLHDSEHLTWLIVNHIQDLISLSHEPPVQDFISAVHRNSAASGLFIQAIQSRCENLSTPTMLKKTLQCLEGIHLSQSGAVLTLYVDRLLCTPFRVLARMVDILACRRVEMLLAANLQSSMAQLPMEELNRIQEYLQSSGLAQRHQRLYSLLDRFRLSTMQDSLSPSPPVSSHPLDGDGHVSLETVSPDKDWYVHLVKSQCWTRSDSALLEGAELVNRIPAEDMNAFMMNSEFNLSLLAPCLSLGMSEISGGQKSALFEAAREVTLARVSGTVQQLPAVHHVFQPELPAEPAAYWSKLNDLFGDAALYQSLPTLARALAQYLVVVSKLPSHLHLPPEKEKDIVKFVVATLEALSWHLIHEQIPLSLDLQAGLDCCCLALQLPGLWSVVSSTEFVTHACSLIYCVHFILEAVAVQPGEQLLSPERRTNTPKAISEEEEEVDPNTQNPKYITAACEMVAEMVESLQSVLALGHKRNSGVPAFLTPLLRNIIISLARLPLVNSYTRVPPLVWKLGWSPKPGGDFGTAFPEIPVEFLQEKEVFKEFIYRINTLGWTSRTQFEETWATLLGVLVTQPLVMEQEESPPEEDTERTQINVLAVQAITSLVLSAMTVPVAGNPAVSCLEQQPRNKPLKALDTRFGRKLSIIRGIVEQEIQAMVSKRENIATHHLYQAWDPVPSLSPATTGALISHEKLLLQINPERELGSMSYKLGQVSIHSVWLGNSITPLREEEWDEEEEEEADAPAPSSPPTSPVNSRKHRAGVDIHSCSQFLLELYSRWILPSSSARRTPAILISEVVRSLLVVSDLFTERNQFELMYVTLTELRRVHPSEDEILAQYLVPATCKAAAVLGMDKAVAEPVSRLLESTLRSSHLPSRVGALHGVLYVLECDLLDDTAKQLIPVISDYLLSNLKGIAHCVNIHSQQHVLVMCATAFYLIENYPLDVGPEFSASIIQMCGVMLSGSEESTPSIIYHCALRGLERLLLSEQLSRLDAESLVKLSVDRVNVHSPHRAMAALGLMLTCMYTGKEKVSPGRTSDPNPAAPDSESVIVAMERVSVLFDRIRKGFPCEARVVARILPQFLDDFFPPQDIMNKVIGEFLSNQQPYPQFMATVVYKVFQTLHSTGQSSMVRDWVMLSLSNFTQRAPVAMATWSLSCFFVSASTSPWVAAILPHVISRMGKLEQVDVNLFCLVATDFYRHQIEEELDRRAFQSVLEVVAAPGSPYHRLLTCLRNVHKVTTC
The depositor's hits bear a star; i = inactive; · = not tested or not shown; & = joins results of further samples. Cut-off read from the data, not from the text of the source: active = inhibition above about 50%; inactive = the rest. These rows are one share of the data (hit frequency here may not be typical).

Every second line gives: Pf apPOL inh	mHTT-CaM PPI inh
O=C(NC(Nc1cccc2cccnc12)C(Cl)(Cl)Cl)c1ccc(Br)cc1 (stereo not given)
→ -10	3
Cc1cc(C2CCCN2C(=O)NCc2ccccc2)on1 (stereo not given)
→ -5	-5
Cc1ccc(-n2nc3c(c2NC(=O)CCC2CCCCC2)CS(=O)(=O)C3)c(C)c1
→ -2	9
Cc1ccc(NC(=O)N2CCCC2c2ccccc2F)cc1C (stereo not given)
→ -4	-5
CCCC(=O)N1CCCC(c2nc(-c3ccccc3)n[nH]2)C1 (stereo not given)
→ 2	-5
COc1ccc(-c2oc3ncn(Cc4ccccc4)c(=N)c3c2-c2ccc(OC)cc2)cc1
→ -2	10
C=CCNC(=O)c1nnn(Cc2ccc(C)cc2)c1-n1cccc1
→ 0	-4
CC(C)C(=O)Nc1cc(-c2ccccc2)nn1-c1ccc(Br)cc1
→ 0	-5
Cc1ccccc1NC(=O)NCCn1ccnc1C
→ 23	3
Cc1cc(C2CCCN2C(=O)Nc2ccccc2Cl)on1 (stereo not given)
→ -1	-4
Cc1cccc(OC(=O)NC(=O)c2ccccc2)c1
→ -2	-6
O=C1NC(=Nc2cccc(Cl)c2Cl)S/C1=C\c1ccc(O)c(O)c1
→ -2	83*
Cc1nc(SCc2ccccc2)nc(O)c1Cc1ccccc1
→ 1	5
CC1CN(C(=O)CC(c2ccccc2)c2ccccc2)CC(C)O1 (stereo not given)
→ -6	4
Cn1c(=O)[nH]c(=O)c2c1nc(NC1CCCCC1)n2Cc1ccc(F)cc1
→ -6	24
COC(=O)c1ccc(COc2cccc3c2OC(C)(C)C3)cc1
→ -8	-6
Cc1ccc(-c2nnc(Nc3ccc(CC(N)=O)cc3)c3ccccc23)cc1
→ -1	25
CCn1ccnc1C(O)c1cccc(OC)c1OC (stereo not given)
→ -4	1
COc1ccc([C@H]2C[C@H](n3cc(COC(=O)c4ccccc4)nn3)[C@@H](O)CN2C(=O)C2CCCCC2)cc1
→ -2	5
O=Cc1ccc(-c2cc(C(=O)O)ccc2Cl)o1
→ -8	-1

2 records drawn at random from those above, as already listed:
Every second line gives: Pf apPOL inh	mHTT-CaM PPI inh
CC1CN(C(=O)CC(c2ccccc2)c2ccccc2)CC(C)O1 (stereo not given)
→ -6	4
Cc1ccc(-c2nnc(Nc3ccc(CC(N)=O)cc3)c3ccccc23)cc1
→ -1	25

Remaining list, next part.
Every second line gives: Pf apPOL inh	mHTT-CaM PPI inh
Cc1cc(NC(=O)COc2ccc(Cl)cc2)ccc1NC(=O)c1cccs1
→ -8	12
N/C(=N\OS(=O)(=O)c1ccc(Cl)cc1)c1ccncc1
→ 3	i
CCC(=O)N1CCc2cc(Br)cc(S(=O)(=O)N3CCCCC3C)c21 (stereo not given)
→ 0	-2
Cc1cccc(CNC(=O)CN2C(=O)C3CCCN3C(=O)c3cccc(C)c32)c1 (stereo not given)
→ -4	-7
CS(=O)(=O)OCC(COS(C)(=O)=O)(C1CCCCC1)[N+](=O)[O-]
→ -10	·
CCCOC(=O)c1ccc(Oc2coc3c(CN(C)C)c(O)ccc3c2=O)cc1
→ -11	17
O=C(c1ccccc1)N1CCCC(c2ccnc(Nc3cccc(F)c3)n2)C1 (stereo not given)
→ -4	72*
CC(C)(CN1CCN(CCC#N)CC1)NS(=O)(=O)c1ccc(Cl)cc1
→ -1	-4
Cc1ccc(C)c(S(=O)(=O)N2CCC(c3noc(-c4ccc(Cl)cc4)n3)CC2)c1
→ -4	-8
CCC(C)NC(=O)c1cncc(-c2ccccc2F)c1 (stereo not given)
→ 2	2
COc1cccc(C(CC(=O)NCCC(C)C)NS(=O)(=O)c2ccc(F)cc2)c1OC (stereo not given)
→ -6	1
COc1ccc(CNC(=O)N2CCc3c(nc(-c4ccc(OC)cc4)[nH]c3=O)C2)cc1
→ 7	5
CCCn1cnnc1C1CCCN(C(=O)c2ccc(OC)c(F)c2)C1 (stereo not given)
→ -4	-8
Cn1nnnc1SCC(=O)NCCn1nc(-c2ccc(F)cc2)ccc1=O
→ -4	-13
NC(=NOC(=O)c1cccc(C(F)(F)F)n1)c1cccc(C(F)(F)F)c1
→ -6	·
c1ccc(-c2nn(-c3ccccc3)[n+](-c3ccccc3)n2)cc1
→ 0&-2	-5&5
c1cc2c(cc1CN1CCc3nc(Nc4ccc5c(c4)OCCO5)ncc3C1)OCCO2
→ -1	71*
Cc1nc(CCNC(=O)C2CCCN2C(=O)c2ccc(Cl)cc2)cs1 (stereo not given)
→ -2	-3
COc1cc(Br)cc(C2Nc3ccccc3-c3nnc(SC)nc3O2)c1OC (stereo not given)
→ 31	0
CC(C)Oc1ccc(C(=O)Nc2c3c(nn2C(C)(C)C)CS(=O)C3)cc1 (stereo not given)
→ -40	2
O=C(Cn1c(=O)n(CCc2ccccc2)c(=O)c2ncccc21)Nc1ccc2c(c1)OCO2
→ -10	-12
Cc1ccc(/C=C2\SC(=N)N(c3ccc4c(c3)OCO4)C2=O)cc1
→ 2	2
CCOC(=O)c1cc(N2C(=O)c3ccccc3C2=O)ccc1N1CCCCC1
→ 1	·
Oc1cccc2ccc(/C=C/c3ccc(F)cc3)nc12
→ -3	34
COc1cc(C=O)ccc1OCCOc1ccc(C)cc1Br
→ -2	-2
COc1nn(C)cc1C(=O)NCC(=O)NCCOc1ccc(F)cc1
→ -6	-12
CN(C)c1ccc(N2[C@@H](CC(=O)O)c3cc(C(F)(F)F)ccc3S2(=O)=O)cc1
→ 7	-2
COc1cc(CNc2ccc(C)cc2Br)cc(OC)c1OC
→ -6	14
CCCc1ccc(S(=O)(=O)N2CCC(n3c(-c4ccco4)nc4cccnc43)C2)cc1 (stereo not given)
→ -7	-5
Cc1cccc(-n2ncc3c(N(C)CCc4ccccn4)ncnc32)c1
→ -6	20
NC(=NOCc1noc(-c2ccsc2)n1)c1ccc(C(F)(F)F)cc1
→ -6	·
Cc1cc(N/C=C/C(=O)c2cccs2)no1
→ -2	-3
COc1cc(CNc2cccc(F)c2)ccc1OCc1ccccc1
→ -9	-21
CC1=NN(c2ccc(C)c(Cl)c2)C(=O)/C1=C/c1cc([N+](=O)[O-])ccc1N(C)C
→ 19	13
O=C(Cc1ccccc1)NCc1cccs1
→ 0	-6
CN1CCC(C2COC2(c2ccccc2)c2ccccc2)CC1 (stereo not given)
→ ·	-4
CN1CCN(C(=O)C(NC(=O)C2CCCCC2)C23CC4CC(CC(C4)C2)C3)CC1 (stereo not given)
→ -3	-5
CN1CCc2nc(SCc3ccccc3C(F)(F)F)c(C#N)cc2C1
→ -5	3
Cc1c(Cl)cccc1NC(=O)CCCn1nc([N+](=O)[O-])cc1C
→ -1	0
CCOC(=O)O/N=C(N)/C(N)=N/OC(=O)OCC
→ -1&-4	i

Structures from the list above that have a nitro group on carbon, in the order listed:
Every second line gives: Pf apPOL inh	mHTT-CaM PPI inh
CS(=O)(=O)OCC(COS(C)(=O)=O)(C1CCCCC1)[N+](=O)[O-]
→ -10	·
CC1=NN(c2ccc(C)c(Cl)c2)C(=O)/C1=C/c1cc([N+](=O)[O-])ccc1N(C)C
→ 19	13
Cc1c(Cl)cccc1NC(=O)CCCn1nc([N+](=O)[O-])cc1C
→ -1	0

(next part)
Every second line gives: Pf apPOL inh	mHTT-CaM PPI inh
Cc1cccc(-c2cc(C3CCN(C(=O)Cc4ccsc4)CC3)[nH]n2)c1
→ -5	60*
O=C(Nc1ccc(F)cc1)c1cc2ccccc2oc1=O
→ -6	2
Cc1ccc(NC(=O)/C(=C\c2ccc3c(c2)OCO3)NC(=O)c2ccccc2Br)cc1
→ 0	9
COCCCNC(=O)N1CCCC(C)(C(=O)NCc2ccc(C)cc2)C1 (stereo not given)
→ -6	-7
Cc1c(C=Nc2ccc(OC(=O)Nc3cccc(Cl)c3)cc2)sc2ccccc12
→ -4	·
Cn1c(=S)sc2ccccc21
→ 4&5	-7
Cc1c(N=Cc2cccc(OCc3ccccc3)c2)c(=O)n(-c2ccccc2)n1C
→ 2	-1
CSc1sc(C)cc1C1C(C#N)=C(N)N(c2cccc([N+](=O)[O-])c2)C2=C1C(=O)CCC2 (stereo not given)
→ -5	-4
COc1ccc(NC(=O)c2ccc3c(c2)N(S(C)(=O)=O)CC3)cc1C(F)(F)F
→ -3	6
CNC(=O)N1CCCC(c2cccc(C(=O)NCc3ccc(C)c(C)c3)c2)C1 (stereo not given)
→ -4	33
C=CCN1CCN(C(=O)C2CCN(c3ccc(Cl)c(C)c3)C2=O)CC1 (stereo not given)
→ -6	27
CC(=O)Nc1cccc(C(=O)N2CCCC2c2nc(-c3cccc(C)c3)no2)c1 (stereo not given)
→ -1	2
O=C(NCc1cccnc1)c1ccc(Cl)cc1Cl
→ -5	-2
CC(C)NC(=O)c1ccc2c(c1)Sc1ncccc1C(=O)N2C(C)C
→ 4	5
CCN1C(=O)Cc2ccccc2C1C(=O)NCc1ccc(OC(C)C)cc1 (stereo not given)
→ -4	-3
CC(C)c1cc(=O)n2[nH]c(N)nc2n1
→ ·	-6
O=C(Cc1ccc([N+](=O)[O-])cc1)N1N=C(c2ccc(Br)cc2)CC1(O)C(F)(F)F (stereo not given)
→ -6	-1
Cc1ccc(Cl)cc1N1CCN(CCCNc2ncnc3c2nc2n3CCCC2)CC1
→ -2	32
CC(C)CSCCc1ccncc1
→ -4	-2
O=C(NCc1ccccc1)c1ccccc1NS(=O)(=O)c1ccc(F)cc1
→ -2	-7
COc1ccc(C(=O)Oc2ccc3c(c2)OC(=Cc2ccc(C)o2)C3=O)cc1OC
→ -9	7
CCc1ccccc1N(CC(=O)Nc1ccccc1C(=O)NC(C)C)S(C)(=O)=O
→ -3	-1
CCOc1ccc(NC(=O)CN(c2ccc(I)cc2)S(C)(=O)=O)cc1
→ -2	-3
COc1cccc(NC(=O)C2CC(=O)N(CCc3c[nH]c4ccc(F)cc34)C2)c1 (stereo not given)
→ -4	37
N#C/C(=C\c1cc(Cl)ccc1O)c1ccc([N+](=O)[O-])cc1
→ -2	5
Cc1ccccc1S(=O)(=O)Nc1cc(Br)c2oc3c(c2c1)C(=O)CCC3
→ 1	1
C=CCNC(=O)c1nnc2n(c1=O)CCN2c1ccc(F)cc1
→ 4	-4
Cc1nc2c(C(=O)NC3CCCC3)c[nH]n2c(=O)c1Cc1ccc(F)cc1Cl
→ 6	39
CCOC(CNC(=O)c1sc2ncn(Cc3cccc(F)c3)c(=O)c2c1C)OCC
→ 2	1
COc1cc(OC)c(NC(=O)N2CC3CCCN3c3ccccc32)cc1Cl (stereo not given)
→ -4	39
CCOC(=O)CCCNC(=O)O[C@H]1CCC12CCC(c1ccccc1)CC2 (stereo not given in full)
→ -3	-50
O=C(O)CCS(=O)(=O)c1ccc(Br)cc1
→ 1	-5
Cc1cccc(C(=O)Nc2ccc(NC(=O)c3cccc(Br)c3)cc2)c1
→ -4	-1
COc1ccc(CNC(=O)C2(C)CCCN(S(=O)(=O)c3ccc(C)cc3)C2)cc1 (stereo not given)
→ -4	-8
CC(C(=O)N1CCN=C1c1ccccc1)N1C(=O)c2ccccc2C1=O (stereo not given)
→ -24	38
CC1(C)CC(=O)C(C(c2ccccn2)c2c[nH]c3ccccc23)=C(O)C1 (stereo not given)
→ 4	1
CC1=NN(c2cc(Cl)ccc2[N+](=O)[O-])C(=O)/C1=C/c1ccc(C(C)(C)C)cc1
→ -5	33
COC(=O)c1ccc(C(=O)NCCN2CCN(S(C)(=O)=O)CC2)cc1
→ -2	-5
OC1CCOc2ccccc21 (stereo not given)
→ -3	·
CCc1nnc(NC(=O)CSc2nnc(-c3ccccc3)c(-c3ccccc3)n2)s1
→ -1	1

Ordered by length of the SMILES (largest number first): part of the list above.
Every second line gives: Pf apPOL inh	mHTT-CaM PPI inh
CC1=NN(c2cc(Cl)ccc2[N+](=O)[O-])C(=O)/C1=C/c1ccc(C(C)(C)C)cc1
→ -5	33
COc1ccc(CNC(=O)C2(C)CCCN(S(=O)(=O)c3ccc(C)cc3)C2)cc1 (stereo not given)
→ -4	-8
COc1ccc(C(=O)Oc2ccc3c(c2)OC(=Cc2ccc(C)o2)C3=O)cc1OC
→ -9	7
Cc1nc2c(C(=O)NC3CCCC3)c[nH]n2c(=O)c1Cc1ccc(F)cc1Cl
→ 6	39
CCc1nnc(NC(=O)CSc2nnc(-c3ccccc3)c(-c3ccccc3)n2)s1
→ -1	1
CCOC(CNC(=O)c1sc2ncn(Cc3cccc(F)c3)c(=O)c2c1C)OCC
→ 2	1
Cc1cccc(C(=O)Nc2ccc(NC(=O)c3cccc(Br)c3)cc2)c1
→ -4	-1
CC(C(=O)N1CCN=C1c1ccccc1)N1C(=O)c2ccccc2C1=O (stereo not given)
→ -24	38
COc1cc(OC)c(NC(=O)N2CC3CCCN3c3ccccc32)cc1Cl (stereo not given)
→ -4	39
C=CCNC(=O)c1nnc2n(c1=O)CCN2c1ccc(F)cc1
→ 4	-4
O=C(O)CCS(=O)(=O)c1ccc(Br)cc1
→ 1	-5
OC1CCOc2ccccc21 (stereo not given)
→ -3	·

Next entries:
Every second line gives: Pf apPOL inh	mHTT-CaM PPI inh
O=C(Nc1cccc(O)c1)c1ccc2c(c1)C(=O)N(Cc1cccnc1)C2=O
→ 1	3
CC(C)(C)c1ccc(OCC(=O)Nc2ccc(S(=O)(=O)Nc3nccs3)cc2)cc1
→ 7	0
CCOC(=O)C1CCCN(C(=O)C2CC(=O)N(c3ccc(F)cc3)C2)C1 (stereo not given)
→ 0	-4
CCOC(=O)C(=O)NCc1ccccc1Cl
→ -1	-4
O=C(c1cc(F)ccc1F)N1CCc2nc(-c3ccc(F)cc3)ncc2C1
→ 1	-9
NS(=O)(=O)c1ccc(CCNC(=O)c2nnc3n(c2=O)CCN3c2ccccc2)cc1
→ -2	-10
CC(C)n1cnnc1C1CCN(C(=O)c2n[nH]c3c2CCCC3)CC1
→ 2	3
COCC(=O)Nc1cc(Cl)ccc1C
→ 5	-8
CN(C)Cc1c(O)ccc2c(=O)c(Oc3ccc4ccccc4c3)c(C(F)(F)F)oc12
→ -1	76*
CCOC(=O)CNC(=O)C(c1ccccc1)n1cccc1 (stereo not given)
→ -4	14
O=C(Nc1c2c(nn1-c1ccc([N+](=O)[O-])cc1)CSC2)c1ccc(Cl)cc1
→ -3	23
O=C(Nc1ccccc1C(=O)O)c1ccc(S(=O)(=O)N2CCCCC2)cc1
→ -9	2

Compound activity: PubChem BioAssay, University of Kansas High Throughput Screening Laboratory
